D1 agonist: Allosteric Agonists of the Human D1 Dopamine Receptor: qHTS; AID 504660, 2011; 360,000 compounds, 1% hits; HEK293 T-REx D1 cells, calcium flux, agonist mode; activation, % at 2 µM; in the data active = activation above about 30%; note: 0% is about no effect
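Tetracycline-induced HEK293 TREx D1 cells, force-coupled to calcium signalling, were dye-loaded with a no-wash calcium kit. Compound was pin-added after a 10 s baseline. Fluorescence was read kinetically at 1 cycle/s for 180 s, with calcium rises flagged as agonism.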
D2 antag: HTS Assay for Allosteric Antagonists of the Human D2 Dopamine Receptor: Primary Screen for Antagonists; inhibition, % at 10 µM; 340,000 compounds, 2% hits; HEK293 TREx D2 cells, calcium flux, dopamine EC80; D(2) dopamine receptor (Homo sapiens), P14416; in the data active = inhibition above about 30%; note: 0% is about no effect
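Cells plated overnight at 30 C with tetracycline; no-wash calcium dye, 30–90 min RT; 10 s baseline; compound pinned; 180 s read; EC80 dopamine added; another 180 s read.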
D1 antag: Antagonist of Human D 1 Dopamine Receptor: qHTS | 360,000 compounds, 3.2% hits | activity change, negative = inhibition, % at 10 µM | AID 504652, 2011 | HEK293 TREx D1 cells, calcium flux, dopamine EC80; stronger effect = lower value | D(1A) dopamine receptor (Homo sapiens), P21728; in the data active = activity change below about -30%; note: % is set by controls: 0 for no effect and ±100 for the full control effect
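Calcium flux readout: force-coupled, inducible Hek293 Trex D1 line, cells induced overnight at 30 C with tetracycline, dye-loaded 30–90 min at RT. Antagonism scored against EC80 dopamine challenge given 180 s after compound.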
D1 potentiator: Potentiators of Human D1 Dopamine Receptor: qHTS | potentiation, % at 10 µM | 360,000 compounds, 0.036% hits | D(1A) dopamine receptor (Homo sapiens), P21728 | HEK293 TREx D1 cells, calcium flux, dopamine EC20 potentiation; in the data active = potentiation above about 30%; note: 0% is about no effect
D2 agonist: HTS Assay for Allosteric Agonists of the Human D2 Dopamine Receptor: Primary Screen for Agonists; D(2) dopamine receptor (Homo sapiens), P14416; HEK293 T-REx D2 cells, calcium flux agonist mode; activation, % at 2 µM; 340,000 compounds, 0.53% hits; AID 485358, 2010;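 active = activation over 3 SD above normal in the single-dose calcium agonist read, cut at about 30% in these data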; note: 0% is about no effect
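Agonism scored from kinetic calcium signal (1 read/sec, 180 s) following compound pin transfer, after a 10 s baseline. Cells: HEK293 Trex line expressing inducible D2 receptor coupled to calcium, dye-loaded after overnight culture at 30 C.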
TRHR enhancer: qHTS for Small Molecule Agonists and Allosteric Enhancers of Human TRH Receptor: Primary Screen for Enhancers; TRHR cells, fluo-8 calcium fluorescence, EC20 TRH enhancement; enhancement, % at 2 µM; 360,000 compounds, 0.66% hits; AID 493056, 2011; in the data active = enhancement above about 30%; note: 0% is about no effect
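TRHR-expressing cells loaded with fluo-8 calcium dye were read kinetically (ex 480/em 530) during compound addition, then stimulated with an EC20 of TRH (10 nM final). Enhancement of the Gq-mediated intracellular calcium response was scored.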
D2 PAM: HTS Assay for Positive Allosteric Modulators of the Human D2 Dopamine Receptor: Primary Screen for Potentiators | 340,000 compounds, 0.34% hits | potentiation, % at 10 µM | D(2) dopamine receptor (Homo sapiens), P14416 | AID 485347, 2010 | HEK293 T-REx D2, calcium flux, EC20 dopamine potentiation;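 active = potentiation over 3 SD above the plate norm, cut at about 30% in these data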; note: 0% is about no effect
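Primary screen. Calcium kinetics in induced HEK293 T-REx D2 cells: compound pre-addition 180 s, EC20 dopamine, 180 s more.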
RXFP1 antag: qHTS Assay for Antagonists of the Relaxin Receptor RXFP1; 350,000 compounds, 0.59% hits; HEK293-RXFP1, relaxin-stimulated cAMP HTRF, 30 min; stronger effect = lower value; AID 1259400, 2018; activity change, negative = inhibition, % at 57.5 µM;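 active = activity change of -60% or lower, but not beyond a set lower limit; inconclusive = change between -60% and -40%, or beyond the set limit; inactive = change above -40%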; note: % is set by controls: 0 for no effect and ±100 for the full control effect
Target sequence (Q9HBX9 whole entry, looked up): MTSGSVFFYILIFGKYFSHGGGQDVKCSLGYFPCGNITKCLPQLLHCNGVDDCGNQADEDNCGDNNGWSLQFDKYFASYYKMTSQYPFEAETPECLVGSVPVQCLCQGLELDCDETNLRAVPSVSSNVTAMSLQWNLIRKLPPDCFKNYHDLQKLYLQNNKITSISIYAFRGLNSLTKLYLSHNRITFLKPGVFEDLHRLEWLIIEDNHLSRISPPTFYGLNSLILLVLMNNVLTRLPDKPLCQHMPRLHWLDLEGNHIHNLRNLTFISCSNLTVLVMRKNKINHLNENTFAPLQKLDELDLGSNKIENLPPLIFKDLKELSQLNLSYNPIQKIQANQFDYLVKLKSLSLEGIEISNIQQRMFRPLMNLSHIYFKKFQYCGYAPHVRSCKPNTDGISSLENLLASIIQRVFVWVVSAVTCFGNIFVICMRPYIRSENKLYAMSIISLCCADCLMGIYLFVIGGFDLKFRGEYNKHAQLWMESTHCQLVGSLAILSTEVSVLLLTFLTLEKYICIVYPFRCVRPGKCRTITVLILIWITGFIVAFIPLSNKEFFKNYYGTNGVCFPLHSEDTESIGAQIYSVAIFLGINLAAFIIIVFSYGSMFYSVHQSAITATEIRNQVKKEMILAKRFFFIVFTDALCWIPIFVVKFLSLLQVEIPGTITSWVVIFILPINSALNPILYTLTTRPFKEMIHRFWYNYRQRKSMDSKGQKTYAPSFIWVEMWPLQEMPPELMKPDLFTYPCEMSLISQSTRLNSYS
RXFP1 ag: qHTS Assay for Agonists of the Relaxin Receptor RXFP1; Relaxin receptor 1 (Homo sapiens), Q9HBX9; HEK293T-RXFP1 cAMP TR-FRET, 30 min; response scale: percent of porcine relaxin response, buffer zero; Potency, µM (series often up to 57.5 µM), for inactives: at the top dose activation, usual class: activators; 370,000 compounds, 0.3% hits; active = well fitted activation curve with a large enough effect; inconclusive = small, poorly fitted or top-dose-only effect; note: potency is the fitted concentration of half-maximal effect; % is set by controls: 0 for no effect and ±100 for the full control effect; nearly all actives have a fitted effect of over 60% in size; many of its hits are not listed in these tables
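HEK293 cells stably expressing RXFP1, treated 30 min at 37C with compounds plus PDE4 inhibitor Ro 20174; cAMP measured by HTRF TR-FRET. Normalized to buffer and 29 nM porcine relaxin; EC50 by Hill fit.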
* = called active by the depositor; ? = inconclusive; / = no result given.

SMILES	D1 agonist	D2 antag	D1 antag	D1 potentiator	D2 agonist	TRHR enhancer	D2 PAM	RXFP1 antag	RXFP1 ag
NC(=O)CC(NC(=O)Cc1ccc(Cl)cc1)c1ccc(NCCN2CCOCC2)c([N+](=O)[O-])c1 (configuration not stated)	3	-15	-6	-1	0.4	3	0	/	-0.6%
O=S1(=O)NC(=NCCOCCO)c2ccccc21	2	5	5	20	-0.2	-1	5	-4	-2.8%
C=CCn1c(N)c(C(=O)NC2CCCCC2)sc1=S	2	0	3	-3	0.5	1	-1	28	1.4%
O=S(=O)(NCC(c1ccc2c(c1)OCO2)N1CCOCC1)c1ccccc1 (configuration not stated)	0	0	3	-5	0.4	-4	1	2	0.3%
COc1cccc(-c2cc(C(=O)N3CCN(S(=O)(=O)c4ccccc4)CC3)[nH]n2)c1	1	-10	-22	-11	-0.6	2	4	-11	2.9%
Cc1cc(CN2CCN(c3ccccc3F)CC2)cs1	0	/	-58*	-8	/	-1	-28	-16	1.9%
CCOc1ccc(NC(=O)CN(C)C(=O)Cn2c(=O)cnc3ccccc32)cc1OCC	1	6	-12	5	0.1	17	0	-1	4.0%
c1ccc(OCCSc2nnnn2-c2ccccc2)cc1	5	-18	-16	-8	-0.3	-3	9	-6	-0.6%
COc1ccccc1NC(=O)c1ccc2c(c1)C(=O)N(c1ccccc1OC)C2=O	6	6	2	1	0.5	-5	-12	1	0.0%
C/C(=N/NS(=O)(=O)c1ccccc1)c1c[nH]c2ccccc12	6	-15	-20	2	0.7	3	13	4	0.2%
CC(C)NC(=S)NNc1nc2ccccc2s1	-1	5	3	2	0.0	9	0	-2	-0.4%
CC(SCc1cn2cc(Cl)ccc2n1)C(=O)O (configuration not stated)	0	6	5	-2	0.3	1	-5	2	13%

D1 antag: hit marks shown above
SMILES	D1 agonist	D2 antag	D1 antag	D1 potentiator	TRHR enhancer	D2 PAM	RXFP1 antag
Cc1cc(CN2CCN(c3ccccc3F)CC2)cs1	0	/	-58*	-8	-1	-28	-16

Four of the compounds above, with each value named.
Structure: COc1ccccc1NC(=O)c1ccc2c(c1)C(=O)N(c1ccccc1OC)C2=O
  D1 agonist: 6	D2 antag: 6	D1 antag: 2	D1 potentiator: 1	D2 agonist: 0.5	TRHR enhancer: -5	D2 PAM: -12	RXFP1 antag: 1	RXFP1 ag: 0.0%
Structure: NC(=O)CC(NC(=O)Cc1ccc(Cl)cc1)c1ccc(NCCN2CCOCC2)c([N+](=O)[O-])c1 (configuration not stated)
  D1 agonist: 3	D2 antag: -15	D1 antag: -6	D1 potentiator: -1	D2 agonist: 0.4	TRHR enhancer: 3	D2 PAM: 0	RXFP1 antag: /	RXFP1 ag: -0.6%
Structure: CCOc1ccc(NC(=O)CN(C)C(=O)Cn2c(=O)cnc3ccccc32)cc1OCC
  D1 agonist: 1	D2 antag: 6	D1 antag: -12	D1 potentiator: 5	D2 agonist: 0.1	TRHR enhancer: 17	D2 PAM: 0	RXFP1 antag: -1	RXFP1 ag: 4.0%
Structure: O=S(=O)(NCC(c1ccc2c(c1)OCO2)N1CCOCC1)c1ccccc1 (configuration not stated)
  D1 agonist: 0	D2 antag: 0	D1 antag: 3	D1 potentiator: -5	D2 agonist: 0.4	TRHR enhancer: -4	D2 PAM: 1	RXFP1 antag: 2	RXFP1 ag: 0.3%

Next structures
SMILES	D1 agonist	D2 antag	D1 antag	D1 potentiator	D2 agonist	TRHR enhancer	D2 PAM	RXFP1 antag	RXFP1 ag
C=CCSc1nc2ccccc2n1C(=O)/C=C/c1cc(OC)c(OC)c(OC)c1	3	7	-9	-2	0.5	-13	14	5	-1.1%
CCc1cccc(C)c1NC(=O)C(CC)Sc1nncn2c1cc1occc12 (configuration not stated)	1	/	13	0	0.4	-6	-7	0	?
COc1ccc2nc3oc(C(=O)NCc4ccccc4OC)cc3cc2c1	-2	/	12	0	-0.1	5	-3	/	-0.3%
COC(=O)CN(C#N)c1nc(C)cc(C)n1	5	-7	13	-5	-0.4	10	5	/	1.7%
COc1cc([N+](=O)[O-])ccc1NC(=O)Cc1ccc(F)cc1	3	5	-10	-2	0.1	-1	-2	-5	-1.0%
CN(/C=C/C(=O)C(F)(F)F)Cc1ccccc1	3	/	-1	0	/	1	/	-8	-1.3%
CCN(CC)S(=O)(=O)c1ccc(NC(=O)c2ccc(NS(C)(=O)=O)cc2)cc1	1	14	-7	0	-0.3	-4	-4	-4	-1.5%
Cc1ccc(C(C)C)c(OCCCn2c(=O)oc3ccccc32)c1	33*	/	5	-2	1.1	1	-1	?	0.2%
CCN1CCN(c2ccc(S(=O)(=O)N3CCOCC3)cc2NC(=O)/C=C/c2ccc(OC)cc2OC)CC1	0	20	-18	-6	0.5	-7	5	7	-0.2%
CCOC(=O)C1CCCN(C(=O)c2ccc3c(c2)OCCO3)C1 (configuration not stated)	2	4	-2	-1	1.3	-4	-13	-16	-0.9%
COc1cccc(-n2nc(-c3ccnn3-c3ccc(F)cc3)c(=O)n(C)c2=O)c1	2	6	4	10	0.9	-6	8	-1	-1.9%
COc1ccc(C(=O)C2CCCN(C(=O)CCc3ccccn3)C2)c(C)c1 (configuration not stated)	4	4	-4	-2	0.8	2	11	1	0.6%
CCOc1ccc(S(=O)(=O)n2cc(F)c(=O)[nH]c2=O)cc1[N+](=O)[O-]	2	18	4	3	-0.8	5	1	0	-4.0%
CCOc1ccc(NC(=O)C(=O)NCc2ccco2)cc1	-2	/	6	-2	/	-6	7	-3	0.4%
O=C(NCCCN1CCOCC1)c1cc(Cl)ccc1[N+](=O)[O-]	2	-8	1	-1	1.4	1	-7	4	2.9%
CCS(=O)(=O)N1Cc2ccccc2CC1C(=O)Nc1nc2ccccc2s1 (configuration not stated)	-1	-8	-4	2	-0.4	-1	16	/	-0.3%

An excerpt. The share of hits here may be higher or lower than overall.
